Giardia FBPA inh: blocks Giardia fructose-bisphosphate aldolase activity. purified Giardia FBPA. Potency, µM (highest dose often 59.6 µM), inactives show at the highest dose activity, negative = inhibition, most hits filed as inhibitors. hit rate 0.71% among 290,000. AID 2451; further: potency means the concentration at half of the fitted maximal effect; on the % scale 0 is the no-effect control and ±100 the full control effect; nearly all actives have a fitted effect of over 55% in size
Target sequence (A8B2U2 whole entry, looked up): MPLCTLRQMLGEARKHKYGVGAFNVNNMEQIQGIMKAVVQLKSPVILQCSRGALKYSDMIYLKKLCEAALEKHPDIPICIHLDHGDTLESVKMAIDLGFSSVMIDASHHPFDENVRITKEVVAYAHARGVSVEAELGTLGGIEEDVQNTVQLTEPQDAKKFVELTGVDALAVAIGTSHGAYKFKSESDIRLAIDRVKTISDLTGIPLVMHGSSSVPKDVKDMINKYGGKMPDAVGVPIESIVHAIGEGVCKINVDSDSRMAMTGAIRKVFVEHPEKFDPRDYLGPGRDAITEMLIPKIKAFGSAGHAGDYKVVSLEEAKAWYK
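40 nM FBPA preincubated 10 min at RT with compound (up to 57.5 uM final), then substrate plus GAPDH/TPI/NAD/arsenate coupling and diaphorase/resazurin added. Fluorescence read after 20 min at RT, 525/598 nm.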
AMA1 RON2 block: disrupts binding of P. falciparum AMA1 to RON2 | AlphaScreen AMA1-biotinylated RON2 peptide binding | hit rate 0.2% among 360,000 | Potency, µM (titrated, usually from 58.2 µM), inactives show at the top dose activity change, negative = inhibition, hits mostly inhibitors;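 further: potency means the concentration at half of the fitted maximal effect; 0% = vehicle wells and -100% = peptide control; nearly all actives have a fitted effect of over 45% in size; some results filed as inactive show a strong effect at the top dose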
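AMA1 (3D7) with his tag at 25 nM final met compounds first, then biotinylated RON2 peptide at 25 nM; detection used donor plus acceptor beads, 10 µg/mL apiece, read by AlphaScreen after 30 min at room temperature.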
AmpC detergent: AmpC beta-lactamase inhibition with detergent present; AID 485294; hit rate 0.041% among 370,000; Potency, µM (doses to about 114 µM), inactives show top-dose activity change, negative = inhibition, usual class: inhibitors; P00811; AmpC hydrolysis of nitrocefin, absorbance 480 nm, 0.01% Triton;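 further: potency means the concentration at half of the fitted maximal effect; 0% = no-compound wells and -100% = no-enzyme wells; nearly all actives have a fitted effect of over 25% in size; some results filed as inactive show a strong effect at the top dose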
Target sequence (P00811 whole entry, looked up): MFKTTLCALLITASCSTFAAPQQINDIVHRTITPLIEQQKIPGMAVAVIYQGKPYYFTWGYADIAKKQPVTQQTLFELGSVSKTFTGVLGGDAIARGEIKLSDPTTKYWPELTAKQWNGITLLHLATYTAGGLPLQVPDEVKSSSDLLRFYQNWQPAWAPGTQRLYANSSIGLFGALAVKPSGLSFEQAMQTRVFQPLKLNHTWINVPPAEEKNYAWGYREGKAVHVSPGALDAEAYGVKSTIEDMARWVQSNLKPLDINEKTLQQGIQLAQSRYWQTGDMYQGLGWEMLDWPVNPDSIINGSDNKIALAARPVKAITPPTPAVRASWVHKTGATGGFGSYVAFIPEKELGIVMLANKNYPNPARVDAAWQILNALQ
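AmpC (5.3 nM in the dispensed reagent) in 20 mM phosphate pH 7.0 with 0.01% (detergent screen) or 0.0001% Triton X-100 was preincubated with compounds for 15 min at room temperature. Nitrocefin was then added from an 800 uM solution, and hydrolysis was followed at 480 nm.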
AmpC no deterg: blocks E. coli AmpC beta-lactamase in detergent-free assay. AmpC nitrocefin hydrolysis, absorbance 480 nm, 0.0001% Triton. Potency, µM (series often up to 57.1 µM), for inactives: top-dose activity change, negative = inhibition, actives largely listed as inhibitors. hit rate 0.52% among 330,000. AID 485341;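 further: potency means the concentration at half of the fitted maximal effect; plate controls were no compound for no effect and no enzyme for full effect; nearly all actives have a fitted effect of over 20% in size; some results filed as inactive show a strong effect at the top dose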
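20 mM phosphate pH 7.0 + 0.01% (detergent screen) or 0.0001% Triton X-100; 5.3 nM AmpC reagent; cpd preinc 15 min RT; nitrocefin (800 uM stock) to start; A480 q20 s × 4 min; Activity was normalised to no-enzyme and no-compound control wells.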
Cycloheximide cs: counter-screen hit for Shiga toxin inhibitors, cycloheximide. max response, %. hit rate 12% among 300,000. cell reporter, cycloheximide protein synthesis inhibition counterscreen; in the data active means max response mostly above about 13%, no sharp cut-off; inactive means mostly below about 14%; further: read at 38.3 µM for the half of the compounds with a filed dose; 0% is about no effect
HCMV inh: blocks human cytomegalovirus replication | HFF cells, HCMV-luciferase reporter, 72 h; hits give low values | activity change, negative = inhibition, % at 57.5 µM | hit rate 4.5% among 410,000 | AID 1259415; in the data active means activity change below about -60%; inconclusive means no clear call, values can overlap the other calls; inactive means above about -39%; further: on the % scale 0 is the no-effect control and ±100 the full control effect
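HFF cells seeded 16 h at 37C, treated with compounds, infected with luciferase-reporter HCMV at MOI 1 PFU/cell; luciferase read at 72 h post infection, normalized to buffer-only and Salinomycin controls.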
Shiga inhibitor: inhibitors of Shiga toxin in Vero cells; hit rate 9.2% among 290,000; Vero cells, Shiga toxin protein synthesis inhibition reporter; inhibition, % at 38.7 µM; in the data active means inhibition mostly above about 28%, no sharp cut-off; inactive means mostly below about 43%; further: 0% is about no effect
Numbers without * were called inactive; u = inconclusive; x = no result given; & = joins results of further samples; [ ] = remark or other dose. Unless noted, the call rests on the fitted dose curve; in most records, active means well fitted curve in the direction sought with a large enough effect; inconclusive means small, poorly fitted or top-dose-only effect, or another doubt; inactive means no such curve, though single readings can be large; an effect the other way counts as inactive or inconclusive.

Key to letters: A = Giardia FBPA inh; B = AMA1 RON2 block; C = AmpC detergent; D = AmpC no deterg; E = Cycloheximide cs; F = HCMV inh; G = Shiga inhibitor
O=C1C2C(c3ccccc3)CC=CC2[C@H](c2ccc(C(F)(F)F)cc2)N1Cc1ccccc1 (stereo not given in full)
  A: -11% | B: -10% | C: 5% | D: -20% | E: 7 | F: -85* | G: 15

Cc1c(C(Nc2ccccn2)c2ccc(Cl)cc2)c(=O)n(-c2ccccc2)n1C (stereo not given)
  A: -6% | B: 2% | C: -8% | D: x | E: -1 | F: -9 | G: -9

O=C(NC1CC1)C1CCN(S(=O)(=O)c2cc([N+](=O)[O-])ccc2Cl)CC1
  A: x | B: u | C: 6% | D: -31% | E: x | F: -1 | G: x

O=C(c1ccc(F)cc1)c1cn(Cc2ccc(F)cc2)c2cc3c(cc2c1=O)OCCO3
  A: -1% | B: -10% | C: u | D: -52% | E: -5 | F: -26 | G: -14

O=C(CN(C(=O)c1csnn1)c1ccc(Br)cc1)NC1CCCCC1
  A: 0% | B: 8% | C: -12% | D: 19% | E: -3 | F: 16 | G: 13

O=C(Nc1ccc(N=Nc2ccccc2)cc1)c1ccccc1Cl
  A: 4% | B: -8%[2.32 µM] | C: -4% | D: -12% | E: 27* | F: u | G: 73*

O=C(COC(=O)c1cc(S(=O)(=O)N2CCc3ccccc3C2)ccc1Cl)NCc1ccco1
  A: -27% | B: 12% | C: u | D: -40% | E: 1 | F: -7 | G: 20

Cc1nc(NC(C)(C)CO)c([N+](=O)[O-])cc1[N+](=O)[O-]
  A: 4% | B: 0% | C: 0% | D: -27% | E: -4 | F: 21 | G: -6

Cc1ccc(NNC(=O)c2ccno2)c(C)c1
  A: 0% | B: -8% | C: -4% | D: -17% | E: -2 | F: -15 | G: 20

CCOc1ccc(S(=O)(=O)Nc2cccc(C(=O)NCC(c3ccc(OC)cc3)N3CCOCC3)c2)cc1 (stereo not given)
  A: x | B: -6% | C: 0% | D: 80%[activator] | E: 5 | F: -19 | G: -15

Cc1c(/C=N/NC(=O)c2cccnc2)cc(C#N)n1C
  A: 0% | B: 7% | C: -2% | D: 0%[2.29 µM] | E: 7 | F: -1 | G: 36

O=C(COC(=O)c1ccc(NS(=O)(=O)c2ccc(F)c(F)c2)cc1)NCC1CCCO1 (stereo not given)
  A: 10% | B: 4% | C: -3% | D: -15% | E: 1 | F: 6 | G: -6

COc1ccc(CNC(=O)N2CCN(c3ccccc3)CC2)cc1
  A: 5% | B: 10% | C: -7% | D: -9% | E: 1 | F: -30 | G: -4

CC1CCCC(C)N1C(=O)COc1ccc(C(=O)Nc2ccccc2N2CCOCC2)cc1 (stereo not given)
  A: 1% | B: -9% | C: -12% | D: -10% | E: -2 | F: -7 | G: -35

CCOC(=O)c1cnc(-c2ccccc2)[nH]c1=O
  A: -24% | B: -6% | C: -3% | D: -16% | E: 1 | F: -30 | G: -9

O=C(O)C1CCN(C(=O)CCN2C(=O)S/C(=C\c3ccccc3)C2=O)CC1
  A: -7% | B: 5% | C: 2% | D: -14% | E: 14 | F: u | G: -5

Cc1ccc(NC(=O)c2ccc(-n3cncn3)c([N+](=O)[O-])c2)cc1F
  A: x | B: 14% | C: 0% | D: -24% | E: x | F: -10 | G: x

O=C(O)C(Cc1ccccc1)NC(=O)C(c1ccccc1)c1ccccc1 (stereo not given)
  A: 6% | B: 5% | C: -10% | D: -11% | E: -2 | F: 7 | G: -7

C/C(=N\NC(=O)CCCNc1ccccc1)c1ccncc1
  A: 0% | B: -3% | C: 5% | D: -10% | E: -1 | F: -27 | G: -4

O=C(CCS(=O)(=O)c1ccc(Br)s1)NC1CCCCCC1
  A: 1% | B: -13% | C: u | D: -7% | E: 6 | F: 1 | G: 38

COc1cc(C(=S)N2CCOCC2)ccc1OC(=O)c1ccccc1[N+](=O)[O-]
  A: -1% | B: -12% | C: u | D: 19% | E: -4 | F: -11 | G: 2

Cc1ccc(CNC(=O)CC(C)S(=O)(=O)c2ccc3c(c2)NC(=O)C(C)S3)cc1 (stereo not given)
  A: 2% | B: -7% | C: 1% | D: -16% | E: 3 | F: -37 | G: -10

CC(C)OC(=O)c1c(NC(=O)Cn2cnc([N+](=O)[O-])n2)sc2c1CCCC2
  A: -7% | B: -4% | C: u | D: -27% | E: 1 | F: 96 | G: -6

COc1ccc(C(CC(=O)c2ccccc2)CC(=O)c2ccccc2)cc1OC
  A: -5% | B: -9% | C: 11% | D: 120%[activator] | E: -4 | F: -34 | G: -6

CC(=O)NC(c1cccs1)c1cc(F)c2cccnc2c1O (stereo not given)
  A: x | B: x | C: -1%&0% | D: -3%&-21% | E: x | F: -100* | G: x

COc1ccc(Cl)cc1N(CC(=O)NC(C)(C)C)S(=O)(=O)c1ccc(C)c([N+](=O)[O-])c1
  A: -9% | B: -5% | C: -7% | D: -10% | E: -2 | F: -76* | G: -9

Cc1cccc2c1cnn2C(=O)Nc1cc(F)ccc1F
  A: 2% | B: 0% | C: -1% | D: -21% | E: 40* | F: 115 | G: 59*

COc1cc(OC)cc(C(=O)NC(=S)Nc2nc(-c3cc4ccccc4o3)cs2)c1
  A: -1% | B: -5% | C: -9% | D: -14% | E: -1 | F: -19 | G: -7

COc1ccc(CCNC(=O)CSc2nc(=O)n3cccc(C)c3n2)cc1OC
  A: x | B: -3% | C: u | D: -10% | E: x | F: 7 | G: x

O=C(O)C(C(=O)/C=C/c1ccco1)=C1SCCS1
  A: -7% | B: -3% | C: u | D: -27% | E: 27* | F: u | G: 74*

COc1ccc(C(=O)COC(=O)CN2C(=O)C3C4C=CC(C5CC45)C3C2=O)cc1 (stereo not given)
  A: -1% | B: 2% | C: 2% | D: -4% | E: -1 | F: 27 | G: 18

O=C(c1nc2ccccn2c1CNCCCn1nnc2ccccc21)N1CCOCC1
  A: 0% | B: -1% | C: -2% | D: -10% | E: -4 | F: 22 | G: -2

CCNC(=S)NNC(=O)c1cccn(Cc2ccc(Cl)cc2)c1=O
  A: 7% | B: 37%[activator] | C: 0% | D: -6% | E: -3 | F: -15 | G: -5

C/C(CC(=O)NC1CCCCCC1)=N\NC(=O)c1cnccn1
  A: -1% | B: 67%[activator] | C: -15% | D: -21% | E: 26* | F: -16 | G: 46*

C[C@]12CCC3C(CC[C@H]4C[C@H](O)CC[C@]34C)C1C[C@@H](O)[C@@H]2O (stereo not given in full)
  A: x | B: 9% | C: x | D: 2% | E: x | F: -20 | G: x

COc1ccccc1OCCCn1c(=O)sc2ccccc21
  A: -2% | B: 5% | C: -13% | D: -10% | E: 28* | F: 42 | G: 103

O=C(NNS(=O)(=O)c1ccccc1)c1sccc1-n1cccc1
  A: 1% | B: 1% | C: -7% | D: -10% | E: -3 | F: 24 | G: -9

Cc1cc(C(=O)NC2CCN(Cc3ccccc3)CC2)n[nH]1
  A: 1% | B: 2% | C: -3% | D: -7% | E: -5 | F: -33 | G: -10

CC(C)(C)NC(=O)CN(c1cccc([N+](=O)[O-])c1)S(=O)(=O)c1ccccc1
  A: -7% | B: -12% | C: 6% | D: -10% | E: -6 | F: -5 | G: 11

O=S(=O)(NCC(c1cccnc1)N1CCN(c2ccc(F)cc2)CC1)c1cccs1 (stereo not given)
  A: 8% | B: u | C: u | D: 19% | E: -2 | F: 0 | G: 16

COc1ccc(C(=O)NC2CC2)cc1OC1CCN(Cc2ccccc2F)CC1
  A: -1% | B: 1% | C: -2% | D: 6% | E: -2 | F: 22 | G: -4

Cc1ccc(NC(=S)N(Cc2ccco2)C(C)c2cccs2)cc1 (stereo not given)
  A: 2% | B: -21% | C: 8% | D: -14% | E: 16* | F: 2 | G: 38

O=C(OCc1cc(=O)n2c(n1)sc1ccccc12)c1ccc(O)cc1
  A: 7% | B: 6% | C: -10% | D: -29% | E: 36* | F: 9 | G: 27

COC(=O)c1cc(C#N)c(N(C)Cc2ccccc2)nc1C
  A: 4% | B: 0% | C: 1% | D: -14% | E: 30* | F: 0 | G: 37

CCn1c(CSc2nc(C)cc(C)n2)nnc1SCC(=O)Nc1ccccc1
  A: -3% | B: 15% | C: 0% | D: 21% | E: -2 | F: -18 | G: 4

Rewritten with bars between the fields: part of the list above.
canonical_smiles | Giardia FBPA inh | AMA1 RON2 block | AmpC detergent | AmpC no deterg | Cycloheximide cs | HCMV inh | Shiga inhibitor
COc1ccc(C(=O)COC(=O)CN2C(=O)C3C4C=CC(C5CC45)C3C2=O)cc1 (stereo not given) | -1% | 2% | 2% | -4% | -1 | 27 | 18
O=C(c1nc2ccccn2c1CNCCCn1nnc2ccccc21)N1CCOCC1 | 0% | -1% | -2% | -10% | -4 | 22 | -2
CCNC(=S)NNC(=O)c1cccn(Cc2ccc(Cl)cc2)c1=O | 7% | 37%[activator] | 0% | -6% | -3 | -15 | -5
C/C(CC(=O)NC1CCCCCC1)=N\NC(=O)c1cnccn1 | -1% | 67%[activator] | -15% | -21% | 26* | -16 | 46*
C[C@]12CCC3C(CC[C@H]4C[C@H](O)CC[C@]34C)C1C[C@@H](O)[C@@H]2O (stereo not given in full) | x | 9% | x | 2% | x | -20 | x
COc1ccccc1OCCCn1c(=O)sc2ccccc21 | -2% | 5% | -13% | -10% | 28* | 42 | 103
O=C(NNS(=O)(=O)c1ccccc1)c1sccc1-n1cccc1 | 1% | 1% | -7% | -10% | -3 | 24 | -9
Cc1cc(C(=O)NC2CCN(Cc3ccccc3)CC2)n[nH]1 | 1% | 2% | -3% | -7% | -5 | -33 | -10

(list continues)
Key to letters: A = Giardia FBPA inh; B = AMA1 RON2 block; C = AmpC detergent; D = AmpC no deterg; E = Cycloheximide cs; F = HCMV inh; G = Shiga inhibitor
Cc1ccc(NC(=O)NCCCc2ccccc2)cc1
  A: 0% | B: 0% | C: -3% | D: -29% | E: 35* | F: 16 | G: 83*

CN(C)c1oc(-c2ccc(OCc3ccc(Cl)cc3)cc2)nc1C#N
  A: u | B: -10% | C: u | D: -33% | E: 9 | F: 8 | G: -13

CCOc1ccc(/C=C/C(=O)N(CC)CC(=O)NCc2cccs2)cc1OC
  A: x | B: -7% | C: -13% | D: 3% | E: x | F: 0 | G: x

CC(C)=C1C2CCC1C1C(=O)N(NC(=O)c3ccco3)C(=O)C21 (stereo not given)
  A: -2% | B: -8% | C: 1% | D: -20% | E: 1 | F: 2 | G: 13

COc1ccc(S(=O)(=O)N2CCCCCC2)cc1C(=O)N(C)CC(=O)Nc1cc(C)ccc1C
  A: x | B: 5% | C: -2% | D: 33%[activator] | E: -2 | F: -11 | G: 12

Cc1ccc(C2=CCNCC2)cc1
  A: 0% | B: -1% | C: -1% | D: -32% | E: -2 | F: 3 | G: -8

Assay outcomes: PubChem, National Center for Advancing Translational Sciences (NCATS)
